STEP inh: blocks human striatal-enriched tyrosine phosphatase | P54829 | inhibition, % at 20 µM | recombinant STEP, OMFP fluorogenic substrate, fluorescence | 360,000 compounds, 0.25% hits;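 active = inhibition at 20 µM, scaled per plate between control wells, above about 37%, limit read from the data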;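 also: 0% = DMSO with enzyme and substrate and 100% = substrate only without enzyme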
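System: STEP (striatal-enriched tyrosine phosphatase) enzyme, cell-free; medium: Bis-Tris pH 6.0 buffer with DTT, detergent; dosing: 20 µM, 1% DMSO; times: reaction 20 min, ambient temperature; detection: fluorescence, 480/540 nm; read-out basis: normalized % inhibition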
DNMT1 block: inhibitors of human DNMT1; DNMT1 molecular beacon, Hinp1I cleavage, fluorescence; 360,000 compounds, 0.83% hits; inhibition (reported as % activation of signal), % at 10 µM; in the data active = inhibition above about 50%
Scp-1 inhibitor: inhibitors of human Scp-1 phosphatase; Recombinant Scp1, phosphopeptide, malachite green phosphate absorbance; Q9GZU7; AID 493091; 340,000 compounds, 0.88% hits; inhibition, % at 20 µM;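 active = inhibition above about 50% at 20 µM, limit read from the data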;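 also: plate controls were DMSO wells with enzyme for no effect and wells lacking enzyme for full effect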
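Test system – truncated SCP-1 phosphatase (76-261aa) · Reagent – Phosphorylated 17-residue peptide substrate · Incubation – 45 min room-temperature reaction, 5 min colour, 30 min stabiliser · Detection – colorimetric phosphate reagent with accelerator and stabiliser, absorbance at 630 nm · Measure – % inhibition at 20 µM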
CendR NRP1 mod: modulators of CendR peptide binding to human neuropilin-1. O14786. FAM-RPARPAR peptide binding to NRP-1, fluorescence polarization. inhibition, % at 25 µM. 360,000 compounds, 0.85% hits;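 active = inhibition or corrected inhibition above about 18%, plus a signal ratio from 0.5 to 1.5, limit read from the data, passing the limit was not always enough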; also: strong numbers were not always called active
LMPTP block: blocks human LMPTP phosphatase; inhibition, % at 20 µM; recombinant LMPTP-A, OMFP fluorogenic substrate, fluorescence intensity; AID 651560; 360,000 compounds, 0.22% hits; P24666;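 active = compounds that cut the enzyme signal by at least half of the control window in the single-dose screen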;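 also: plate controls were DMSO wells with enzyme plus substrate for no effect and substrate without enzyme for full effect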
Target sequence (P24666 whole entry, looked up): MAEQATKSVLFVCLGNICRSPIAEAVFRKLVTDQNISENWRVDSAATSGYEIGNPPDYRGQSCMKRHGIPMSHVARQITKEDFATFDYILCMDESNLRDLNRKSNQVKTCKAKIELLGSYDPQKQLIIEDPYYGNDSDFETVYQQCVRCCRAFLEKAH
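Assay system: LMPTP-A enzyme. Input: 0.625 nM LMPTP-A final. Probe or stimulus: 400 µM OMFP. Compound dosing: single 20 µM dose. Schedule: 50 min dark incubation at room temperature. Detection: fluorescence intensity of OMFP turnover product. Read-out: percent inhibition versus substrate-only and uninhibited controls. Benchmarks: no-enzyme low control, uninhibited high control.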
Neddylation inh: inhibitors of human cullin neddylation; calls only at 25 µM; TR-FRET cullin neddylation, biochemical; 360,000 compounds, 0.58% hits; in the data active = inhibition above about 36%
Target sequence (P61081 whole entry, looked up): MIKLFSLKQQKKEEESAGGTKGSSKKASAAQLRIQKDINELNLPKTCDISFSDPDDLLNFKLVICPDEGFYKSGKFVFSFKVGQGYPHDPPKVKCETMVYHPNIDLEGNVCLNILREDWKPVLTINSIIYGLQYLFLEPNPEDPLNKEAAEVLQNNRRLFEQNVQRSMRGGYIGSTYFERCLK
Target sequence (Q13564 whole entry, looked up): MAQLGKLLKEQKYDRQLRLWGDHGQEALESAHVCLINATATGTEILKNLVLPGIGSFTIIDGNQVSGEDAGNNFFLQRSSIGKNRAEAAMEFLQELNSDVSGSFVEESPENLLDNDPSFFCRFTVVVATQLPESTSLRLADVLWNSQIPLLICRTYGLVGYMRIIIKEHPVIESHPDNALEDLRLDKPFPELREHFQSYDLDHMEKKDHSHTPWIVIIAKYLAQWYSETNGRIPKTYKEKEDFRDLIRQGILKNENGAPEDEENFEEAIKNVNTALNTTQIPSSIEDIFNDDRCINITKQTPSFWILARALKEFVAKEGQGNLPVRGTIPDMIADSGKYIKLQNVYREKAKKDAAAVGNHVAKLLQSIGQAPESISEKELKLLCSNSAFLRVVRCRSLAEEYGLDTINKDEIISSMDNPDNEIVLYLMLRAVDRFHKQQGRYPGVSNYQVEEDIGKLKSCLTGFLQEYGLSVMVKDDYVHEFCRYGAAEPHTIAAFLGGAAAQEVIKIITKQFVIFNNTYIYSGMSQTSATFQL
SKN-1 inh: C. elegans SKN-1 inhibition; C. elegans VP596 Pgst-4::GFP/RFP ratio, acrylamide-induced, 24 h; inhibition, % at 21.8 µM; 360,000 compounds, 0.49% hits; AID 624304;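 active = interference check ratio from 0.5 to 1.5 plus GFP to RFP signal ratio inhibition reaching or exceeding a fixed threshold, cut at about 30% in these data, passing the limit was not always enough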; also: some compounds called inactive have numbers as strong as hits
NadD block: NadD (S. aureus) enzyme inhibition; inhibition, % at 20 µM; 360,000 compounds, 0.78% hits; purified NadD enzyme, colorimetric absorbance read-out; in the data active = inhibition above about 26%; also: some compounds past the cut are filed as inactive
TbMetRS inhib: blocks T. brucei methionyl-tRNA synthetase activity; purified T. brucei MetRS, ATP depletion, Kinase-Glo luminescence; inhibition, % at 11.9 µM; AID 624268; 360,000 compounds, 0.4% hits;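 active = inhibition above a per-plate cutoff of the control wells' mean inhibition plus 3 SD, cut at about 5.5% in these data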;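 also: 0% = DMSO wells median and 100% = median of wells with control inhibitor compound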
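Dosing: 11.9 µM compound single dose, 0.9% DMSO; Assay system: purified T. brucei MetRS enzyme; Measured by: Kinase-Glo luciferase luminescence reporting remaining unconsumed ATP; Schedule: 15 min plus 2 h at 25 °C.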
SUMO1 PPI mod: modulators of human SUMO1-mediated protein-protein interactions | SUMO1 binding to a labelled peptide, TR-FRET, 1 h | P63165 | 360,000 compounds, 0.33% hits | inhibition, % at 20 µM | AID 602429; in the data active = inhibition above about 37%
Target sequence (P63165 whole entry, looked up): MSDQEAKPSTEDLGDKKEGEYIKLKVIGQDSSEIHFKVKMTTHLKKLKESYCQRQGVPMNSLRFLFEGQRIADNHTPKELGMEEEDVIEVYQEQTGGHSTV
* marks the source's active call; other numbers are inactive results; i = inactive; . = not tested or not shown; + = active, no number.

Keys: A = STEP inh; B = DNMT1 block; C = Scp-1 inhibitor; D = CendR NRP1 mod; E = LMPTP block; F = Neddylation inh; G = SKN-1 inh; H = NadD block; I = TbMetRS inhib; J = SUMO1 PPI mod
1	CC(=O)c1ccc2c(c1)CC(C)C(=O)N2C (stereo unspecified)
  A = 1; B = -2; C = -6; D = -5; E = -1.0; F = i; G = 12; H = -2; I = -0.6; J = 1
2	CSc1nncc(-c2ccc(F)c(F)c2)n1
  A = -1; B = 18; C = -9; D = -8; E = 0.2; F = i; G = 25; H = -7; I = -0.3; J = -16
3	Cc1ncc(CN2CCCC(C(=O)Nc3ccc(-c4cscn4)cc3)C2)cn1 (stereo unspecified)
  A = -1; B = 2; C = -7; D = 2; E = -0.8; F = i; G = 3; H = -4; I = -0.6; J = -1
4	CC1CCCCC1NC(=O)c1ccc(NS(=O)(=O)c2ccc3[nH]c(=O)[nH]c3c2)cc1 (stereo unspecified)
  A = 0; B = 0; C = -6; D = -7; E = -2.4; F = i; G = 3; H = 1; I = -0.1; J = 1
5	CNc1nc2c(Cl)cc(Cl)cc2s1
  A = 2; B = 4; C = -5; D = 6; E = 1.7; F = i; G = 17; H = 2; I = -0.4; J = 0
6	O=C(Cc1cccs1)NCc1ccccc1F
  A = -2; B = -1; C = 0; D = 1; E = -1.7; F = i; G = -1; H = -3; I = -0.8; J = 4
7	CN(C)c1ccc(CNC(=O)C2(C)Cc3c(-c4ccc5c(c4)OCO5)ccnc3O2)cc1 (stereo unspecified)
  A = 3; B = -1; C = .; D = 5; E = 2.6; F = i; G = 2; H = 0; I = -0.4; J = -1
8	Cn1ncc(C#N)c1NC(=O)C1CC(c2c(F)cccc2Cl)=NO1 (stereo unspecified)
  A = -1; B = 8; C = 0; D = 11; E = -1.9; F = i; G = 5; H = -2; I = -1.9; J = 1
9	CCCC(=O)Nc1nn(C)c2nc3ccc(C)cc3cc12
  A = 3; B = 4; C = -13; D = -3; E = 0.5; F = i; G = -6; H = -4; I = 0.0; J = -18
10	CCCCn1c(=O)[nH]c(=O)c2c1nc(-c1ccc3ccccc3c1)n2CC
  A = 0; B = 9; C = 3; D = -1; E = 2.4; F = .; G = -3; H = -3; I = -1.5; J = 0
11	COC(=O)c1c(NC(=O)C2Cc3ccccc3C(=O)O2)sc2c1CCCC2 (stereo unspecified)
  A = 0; B = 17; C = -7; D = 2; E = 3.3; F = i; G = 11; H = 6; I = -0.7; J = -3
12	O=C(Nc1cccc(Cl)c1)N1N=CCC1c1ccccc1 (stereo unspecified)
  A = -5; B = 4; C = -1; D = 6; E = 1.3; F = i; G = 8; H = -8; I = -0.9; J = -5
13	O=C1Nc2ccccc2/C1=C/c1ccccc1Cl
  A = 0; B = 3; C = -19; D = -5; E = 2.2; F = i; G = 8; H = -5; I = 0.5; J = -17
14	CCOC(=O)N1CCN(c2cc(C)c([N+](=O)[O-])cc2F)CC1
  A = 0; B = 13; C = -7; D = 0; E = -0.8; F = i; G = -3; H = 2; I = 0.1; J = -14
15	CCC(CC)C(=O)Nc1nnc(S(=O)(=O)N2c3ccccc3CC2C)s1 (stereo unspecified)
  A = -2; B = 3; C = -6; D = -24; E = 0.2; F = i; G = 0; H = -3; I = -0.5; J = -2
16	O=C(O)Cc1sc(Nc2cccc3ccccc23)nc1-c1ccc(F)cc1
  A = 1; B = -9; C = 9; D = 0; E = 0.0; F = i; G = -5; H = 2; I = -0.5; J = -3
17	COc1cc(OC)c2ccc(=O)oc2c1C(CC(=O)N1CCOCC1)c1ccc(N(C)C)cc1 (stereo unspecified)
  A = -1; B = 11; C = -2; D = 1; E = -0.5; F = i; G = 12; H = -2; I = 0.5; J = -3
18	CN(Cc1ccccc1)C(=O)CSc1nc2ccccc2c(=O)n1Cc1ccco1
  A = 5; B = -6; C = -9; D = 2; E = 2.4; F = i; G = 10; H = -5; I = -0.2; J = 4
19	CCOC(=O)C1=C(C)NC(=O)NC1c1ccccc1Cl (stereo unspecified)
  A = -3; B = 2; C = -4; D = -1; E = -1.6; F = i; G = -19; H = -2; I = -0.4; J = 5
20	COc1ccccc1/C=C/CN1CCOCC1
  A = 0; B = 4; C = -8; D = 7; E = -0.7; F = i; G = 2; H = -1; I = 0.4; J = -1
21	COc1cccc(NC(=O)C2CCN(c3cnccn3)CC2)c1
  A = 0; B = 2; C = 2; D = 8; E = 0.3; F = i; G = 11; H = -5; I = -0.4; J = -1
22	Cn1c(=O)c2c(nc(N3CCc4ccccc4C3)n2Cc2ccc(Br)cc2)n(C)c1=O
  A = -1; B = -1; C = -2; D = -10; E = 1.2; F = i; G = -7; H = 1; I = -0.6; J = 2
23	COc1ccc(S(=O)(=O)N2CCCC2C(=O)Nc2ccc(C)cc2)cc1 (stereo unspecified)
  A = 2; B = 4; C = -7; D = -2; E = -2.2; F = i; G = -12; H = -7; I = -0.8; J = 4
24	c1cncc(-c2nnc(-c3cccs3)o2)c1
  A = 2; B = 2; C = 2; D = 9; E = -0.3; F = +; G = 20; H = 2; I = -0.8; J = -4
25	O=S1(=O)C[C@@H](O)[C@@H](Nc2ccc(Cl)cc2)C1
  A = -3; B = -1; C = -18; D = 0; E = -0.5; F = i; G = -6; H = -1; I = 0.2; J = -1

(continued)
Keys: A = STEP inh; B = DNMT1 block; C = Scp-1 inhibitor; D = CendR NRP1 mod; E = LMPTP block; F = Neddylation inh; G = SKN-1 inh; H = NadD block; I = TbMetRS inhib; J = SUMO1 PPI mod
26	COc1ccc(CCC2CCNCC2)cc1
  A = 2; B = -2; C = -7; D = -3; E = -1.0; F = i; G = 8; H = -8; I = 0.2; J = 1
27	CC(=O)c1cc(C#N)c(SCC(=O)Nc2nccs2)nc1C
  A = 1; B = -1; C = -6; D = -8; E = 0.5; F = i; G = 0; H = -5; I = 3.1; J = -5
28	Cc1cccc(CS(=O)(=O)Cc2ccc(C(=O)NC3CCCC3)o2)c1
  A = -2; B = 1; C = -3; D = 9; E = -1.9; F = i; G = 9; H = -10; I = -0.5; J = 0
29	OCC[C@H]1C[C@H](O)[C@@H](O)[C@]2(OCc3ccccc32)O1
  A = 2; B = -1; C = -8; D = 10; E = -2.5; F = i; G = -5; H = 1; I = -0.1; J = 7
30	Cc1ccc(C(=O)NNC(=O)c2ccc(NS(=O)(=O)c3cccs3)cc2)o1
  A = -5; B = 2; C = -9; D = 3; E = -2.0; F = i; G = 2; H = -10; I = 0.5; J = -1
31	Cc1cccc(C(=O)OCC(=O)NCc2cccs2)c1
  A = -1; B = 2; C = -1; D = 3; E = -1.6; F = i; G = 0; H = -3; I = 0.8; J = 1
32	c1ccc(-c2nc(N3CCOCC3)cc(N3CCOCC3)n2)cc1
  A = -1; B = 0; C = 4; D = -3; E = 1.0; F = i; G = 4; H = -7; I = -0.3; J = 0
33	Cc1cccc(NC(=S)N(Cc2cccc(Br)c2)CC2CCC(C(=O)O)CC2)c1 (stereo unspecified)
  A = 6; B = -2; C = 1; D = 2; E = -0.2; F = i; G = -3; H = 4; I = -0.6; J = -2
34	CC1CC2(CCCCC2)Nc2ccc3ccccc3c21 (stereo unspecified)
  A = -2; B = -4; C = -5; D = 8; E = 3.3; F = .; G = 5; H = 10; I = -0.9; J = -5
35	Cc1cccc(CSc2nn3c(=O)c(C)nnc3s2)c1
  A = -1; B = 0; C = -27; D = 0; E = -2.2; F = i; G = -2; H = 0; I = -0.3; J = 0
36	CCOC(=O)C1=CCC(c2ccccc2C)N(S(=O)(=O)c2ccc(C)cc2)C1 (stereo unspecified)
  A = 0; B = 4; C = .; D = -16; E = 1.4; F = i; G = 13; H = -5; I = -0.2; J = 5
37	CCC(CC)C1C(C#N)=C(N)Oc2cc(C)oc(=O)c21 (stereo unspecified)
  A = 1; B = -1; C = 1; D = 2; E = -0.3; F = i; G = 3; H = 5; I = -0.2; J = 3
38	O=C(NCc1cccc(C(F)(F)F)c1)C1CC(c2ccccc2C(F)(F)F)=NO1 (stereo unspecified)
  A = 1; B = 13; C = -2; D = 1; E = 1.5; F = i; G = 10; H = -7; I = 0.8; J = 5
39	Cc1ccc(CNC(=O)Cc2cccs2)cc1
  A = -2; B = 0; C = 2; D = 2; E = -1.2; F = i; G = -11; H = -1; I = -1.2; J = 0
40	CCOC(=O)N1CCN(C(=O)/C=C/c2ccc(OC)c(OC)c2)CC1
  A = -1; B = 1; C = -8; D = 9; E = 1.1; F = i; G = 1; H = 2; I = -1.1; J = -9
41	Cc1ccc(-c2[nH]nc3c2C(c2ccoc2)C(C#N)=C(N)O3)cc1C (stereo unspecified)
  A = 0; B = 2; C = 22; D = -1; E = 0.6; F = i; G = 5; H = 2; I = -0.2; J = -2

An excerpt of these results, in markdown.
| cpd | Molecule | STEP inh | DNMT1 block | Scp-1 inhibitor | CendR NRP1 mod | LMPTP block | Neddylation inh | SKN-1 inh | NadD block | TbMetRS inhib | SUMO1 PPI mod |
| --- | --- | --- | --- | --- | --- | --- | --- | --- | --- | --- | --- |
| 28 | Cc1cccc(CS(=O)(=O)Cc2ccc(C(=O)NC3CCCC3)o2)c1 | -2 | 1 | -3 | 9 | -1.9 | i | 9 | -10 | -0.5 | 0 |
| 29 | OCC[C@H]1C[C@H](O)[C@@H](O)[C@]2(OCc3ccccc32)O1 | 2 | -1 | -8 | 10 | -2.5 | i | -5 | 1 | -0.1 | 7 |

Entries from the list above containing a Cl atom, in the order listed:
Keys: A = STEP inh; B = DNMT1 block; C = Scp-1 inhibitor; D = CendR NRP1 mod; E = LMPTP block; F = Neddylation inh; G = SKN-1 inh; H = NadD block; I = TbMetRS inhib; J = SUMO1 PPI mod
5	CNc1nc2c(Cl)cc(Cl)cc2s1
  A = 2; B = 4; C = -5; D = 6; E = 1.7; F = i; G = 17; H = 2; I = -0.4; J = 0
8	Cn1ncc(C#N)c1NC(=O)C1CC(c2c(F)cccc2Cl)=NO1 (stereo unspecified)
  A = -1; B = 8; C = 0; D = 11; E = -1.9; F = i; G = 5; H = -2; I = -1.9; J = 1
12	O=C(Nc1cccc(Cl)c1)N1N=CCC1c1ccccc1 (stereo unspecified)
  A = -5; B = 4; C = -1; D = 6; E = 1.3; F = i; G = 8; H = -8; I = -0.9; J = -5
13	O=C1Nc2ccccc2/C1=C/c1ccccc1Cl
  A = 0; B = 3; C = -19; D = -5; E = 2.2; F = i; G = 8; H = -5; I = 0.5; J = -17
19	CCOC(=O)C1=C(C)NC(=O)NC1c1ccccc1Cl (stereo unspecified)
  A = -3; B = 2; C = -4; D = -1; E = -1.6; F = i; G = -19; H = -2; I = -0.4; J = 5
25	O=S1(=O)C[C@@H](O)[C@@H](Nc2ccc(Cl)cc2)C1
  A = -3; B = -1; C = -18; D = 0; E = -0.5; F = i; G = -6; H = -1; I = 0.2; J = -1
